A340 absorber: compound absorbs light at 340 nm. fold change at 10 µM. compound absorbance at 340 nm, fold over control. 65,000 tested, under 10 active;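 active means at 10 µM dose, initial 340 nm absorbance at least 2 fold that of control wells; inactive means change under 2 fold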;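 further: initial absorbance extrapolated from kinetic A340 decline of NADH oxidation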
C1s inh: human complement C1s inhibition. P09871. purified C1s, fluorogenic AMC substrate, pooled mixtures. mean inhibition % of two 10-compound mixtures (active compounds read high), % at 5 µM (by protocol). AID 538. hit rate 0.16% among 62,000;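 active means inhibition above 20% in each of the two 10-compound mixture wells holding the compound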;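 further: 0% = enzyme wells lacking compound mixture and 100% = no-enzyme blank wells; some compounds called inactive have numbers as strong as hits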
FXIa mix inh: inhibitors of human coagulation factor XIa, pooled mixtures | P03951 | purified FXIa, fluorogenic substrate | inhibition, % at 5 µM | hit rate 0.19% among 62,000 | AID 680;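 further: each value is inhibition by a whole ten-compound pool holding the compound; 0% = enzyme with no mixture and 100% = wells lacking enzyme; strong numbers were not always called active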
Target sequence (P03951 19-387 limits assumed): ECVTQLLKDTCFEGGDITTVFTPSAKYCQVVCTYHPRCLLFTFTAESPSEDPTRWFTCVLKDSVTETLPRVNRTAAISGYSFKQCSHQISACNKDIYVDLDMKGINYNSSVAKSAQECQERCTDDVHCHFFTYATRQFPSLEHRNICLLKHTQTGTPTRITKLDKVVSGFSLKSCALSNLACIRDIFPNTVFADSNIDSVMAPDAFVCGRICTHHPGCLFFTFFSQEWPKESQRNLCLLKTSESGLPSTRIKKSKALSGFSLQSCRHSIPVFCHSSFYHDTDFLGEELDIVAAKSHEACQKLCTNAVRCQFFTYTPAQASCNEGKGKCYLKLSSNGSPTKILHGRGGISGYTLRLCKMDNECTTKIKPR
Target sequence (P03951 388-625 limits assumed): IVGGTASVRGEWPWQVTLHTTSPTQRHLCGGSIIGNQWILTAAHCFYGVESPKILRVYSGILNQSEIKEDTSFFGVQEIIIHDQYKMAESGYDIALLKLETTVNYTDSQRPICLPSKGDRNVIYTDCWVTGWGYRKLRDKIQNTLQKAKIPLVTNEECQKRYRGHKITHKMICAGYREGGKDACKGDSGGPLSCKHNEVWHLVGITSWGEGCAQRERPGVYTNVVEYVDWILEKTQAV
CatS inh: inhibitors of human cathepsin S; hit rate 0.06% among 62,000; inhibition, %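 (tested at 5 µM per compound within 10-compound mixtures)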; AID 501; recombinant cathepsin S, AMC dipeptide fluorescence, pooled mixtures; in the data active means inhibition above about 32%, passing the limit was not always enough;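 further: 0% = enzyme without compound and 100% = blank without enzyme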
CatL block: blocks human cathepsin L protease activity. P07711. purified cathepsin L, fluorogenic substrate, fluorescence. inhibition, %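 (tested at 10 µM)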. hit rate 0.17% among 58,000. AID 460; in the data active means inhibition above about 45%;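 further: 0% = enzyme with no compound and 100% = no enzyme blank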
Target sequence (P07711 114-288 limits assumed): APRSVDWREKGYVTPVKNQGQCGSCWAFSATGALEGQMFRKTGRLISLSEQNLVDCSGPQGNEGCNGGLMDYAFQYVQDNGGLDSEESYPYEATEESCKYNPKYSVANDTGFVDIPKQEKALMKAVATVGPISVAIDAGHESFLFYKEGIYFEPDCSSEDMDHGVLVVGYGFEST
Target sequence (P07711 292-333 limits assumed): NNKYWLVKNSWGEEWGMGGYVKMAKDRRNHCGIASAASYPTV
Cathepsin G inh: inhibitors of human cathepsin G | hit rate 0.2% among 62,000 | AID 581 | inhibition, % at 5 µM (by protocol) | purified enzyme, AMC-tetrapeptide fluorescence, pooled mixtures | P08311;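 active means inhibition above 20% in each of the two mixture wells holding the compound; inactive means inhibition of 20% or less in either well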;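 further: 0% = enzyme control without mixture and 100% = blank lacking enzyme; strong numbers were not always called active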
CatB mix inh: inhibitors of human cathepsin B in compound mixtures. P07858. Purified cathepsin B, AMC dipeptide fluorescence. inhibition, %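 (ten-compound pools at 5 µM per compound and 50 µM total)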. hit rate 0.06% among 62,000. AID 488; in the data active means inhibition above about 22%, passing the limit was not always enough;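 further: 0% = enzyme without compound and 100% = no enzyme blank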
FXIIa mix inh: inhibitors of human coagulation factor XIIa, pooled mixtures | P00748 | inhibition, % at 5 µM | hit rate 0.2% among 62,000 | purified FXIIa, fluorogenic substrate;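 further: 0% = enzyme without compound and 100% = no enzyme blank; some results filed as inactive read as strong as hits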
CatB block: inhibitors of human cathepsin B; P07858; purified cathepsin B, fluorogenic substrate, fluorescence; inhibition, %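 (tested at 10 µM)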; hit rate 0.1% among 63,000; in the data active means inhibition above about 21%;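 further: 0% = enzyme with no compound and 100% = no enzyme blank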
* marks the source's active call; other numbers are inactive results; / = not tested or not shown. Unless noted, no stated cut-off is given here; in the data, active means inhibition above about 20% (passing the limit was not always enough); inactive means the rest. Only part of the results is shown; count on the stated rates, not on these rows.

SMILES | A340 absorber | C1s inh | FXIa mix inh | CatS inh | CatL block | Cathepsin G inh | CatB mix inh | FXIIa mix inh | CatB block
COc1ccc(C)cc1-n1nnnc1SCn1nnc2ccccc2c1=O | 0.99 | -4 | 6 | 18 | 3 | 0 | 0 | 3 | 5
C=CCn1c(SCC(=O)N(CC)CC)nc(O)cc1=O | 1 | -53 | -14 | -6 | -2 | -24 | -7 | 5 | /
COc1ccc(-c2nnc(-c3ccc(N(C)C)cc3)o2)cc1 | 1.1 | -34 | -32 | -9 | -220 | 0 | 3 | 29 | /
CCCn1c(C2CC(=O)N(c3cc(OC)ccc3OC)C2)nc2ccccc21 (stereo not given) | 1 | 2 | 0 | 7 | / | 5 | -2 | -14 | 0
COCC(=O)N(C)C1(c2nnnn2CCOC(=O)Nc2cccc3ccccc23)CCCC1 | 1 | -16 | 22 | 14 | 13 | -3 | 0 | 5 | 7
CCNc1nc(NC(C)C)nc(Oc2ccc(OCCOc3ccccc3)nn2)n1 | 1 | 6 | 8 | -21 | -19 | 0 | 4 | 6 | -6
Cc1ccc(CN2CCSc3ccc(C(=O)N4CCN(c5ncccn5)CC4)cc32)cc1 | 1 | -10 | 7 | 2 | / | 1 | 8 | -5 | -4
CCc1nnc(NC(=O)CSc2nnc(COc3ccccc3)n2-c2ccc(C)cc2)s1 | 1 | 1 | 8 | 2 | 8 | 0 | 1 | -16 | -1
CCCCn1c(N)c(N(CCOC)C(=O)CSc2nc3ccc(C)cc3[nH]2)c(=O)[nH]c1=O | 1 | 3 | -3 | 6 | 17 | 7 | 2 | 1 | 0
Cc1cc(=O)n2nc(N3CCCC(C(=O)N4CCN(C)CC4)C3)sc2n1 (stereo not given) | 1 | 1 | 2 | 12 | 4 | -2 | 3 | 7 | 3
CCOC(=O)N1CCN(S(=O)(=O)c2ccc(OC)c(Cl)c2Cl)CC1 | 1 | 15 | 5 | -1 | 8 | 7 | -3 | -17 | 4
CCOc1ccc(NS(=O)(=O)c2ccc3c(c2)CCN3C(=O)CCC(=O)O)cc1 | 0.99 | -4 | -5 | 9 | 7 | 8 | -1 | 5 | 6
Cc1cc(=O)n2nc(N3CCC(C(=O)N4CCN(C)CC4)CC3)sc2n1 | 1 | 6 | -3 | 4 | 5 | 5 | 5 | 1 | 3
CCCc1[nH]nc2c1C(c1cccnc1)C(C#N)=C(N)O2 (stereo not given) | 0.96 | -1 | 9 | -4 | -1 | 0 | 6 | 3 | -4
CCOc1ccccc1N1CC(O)=C(c2nc3ccccc3s2)C1=N | 1 | -8 | 1 | 7 | -1 | 10 | -11 | 10 | 1
O=C(c1ccc(CNc2c(N3CCOCC3)c(=O)c2=O)cc1)N1CC=C(c2ccccc2)CC1 | 1 | 4 | -4 | 7 | 11 | 3 | -4 | 2 | -4
COc1ccccc1C(=O)Nc1ccc(N2CCN(S(C)(=O)=O)CC2)cc1 | 1 | 3 | 1 | 0 | 2 | -6 | 3 | 9 | 2
CC(C)c1cc(NC(=O)C(C)(C)C)cc(C(C)C)c1O | 1 | -2 | -8 | 5 | 28 | 7 | -5 | 1 | -1
O=C(CCNS(=O)(=O)c1cccc2nsnc12)Nc1ccc2c(c1)OCCO2 | 1 | 8 | 6 | 2 | -5 | 11 | 4 | 4 | -1
O=C(C1CCN(S(=O)(=O)c2cccc3cccnc23)CC1)N1CC=C(c2ccccc2)CC1 | 1 | 5 | 5 | -3 | -5 | 4 | 3 | 30 | 3
COc1ccccc1Oc1c(C)oc2cc(OC(=O)c3ccco3)ccc2c1=O | 1 | 3 | 10 | -3 | -5 | 2 | -2 | -6 | 0
COc1ccc(Cn2c(C3CC3)nc3ccc(NC(=O)C4CC4)cc3c2=O)cc1 | 1 | -1 | 2 | 23 | -2 | -9 | 41 | 14 | 8
Cc1ccc(OCCSc2nnc(-c3ccncc3)n2C)cc1 | 1 | 4 | 5 | -1 | / | 2 | 5 | 1 | 0
Cc1ccc(NC(=O)c2oc3c(c2C)C(=O)CC(C)(C)C3)cc1 | 1.1 | 2 | -1 | 14 | 0 | 11 | -4 | 5 | 3
C=CCc1cccc2cc(C(=O)N(CC)CC)c(=O)oc12 | 1.1 | 16 | -1 | 2 | 10 | 12 | 5 | 6 | /
Oc1ccc2[nH]ccc2c1 | 0.99 | 14 | 2 | 3 | -5 | 8 | 2 | -17 | 5
Cc1ccc(O)c(NC(=O)c2cccc(NC(=O)c3ccco3)c2)c1 | 1 | -3 | 6 | -2 | / | -3 | -1 | 6 | 3
CCn1cc(C(=O)O)c(=O)c2cc(F)c(N3CCNCC3)cc21 | 1 | 10 | 3 | -1 | -66 | 7 | 3 | 0 | 5
CC1CCN(C(=O)c2cccc(S(=O)(=O)N3CCCCC3)c2)CC1 | 1.1 | -1 | 13 | 11 | 7 | 1 | 6 | 6 | -2
CCn1c(CC(=O)Nc2ccc(C)cc2)nnc1SCC(=O)N1CCN(c2ccccc2)CC1 | 1 | 15 | 7 | -8 | 5 | 8 | -1 | -4 | -3
Cc1cc(C(=O)COC(=O)CN(C)S(=O)(=O)c2ccc(Cl)cc2)c(C)n1CC1CCCO1 (stereo not given) | 1 | -2 | 3 | 15 | 22 | -3 | -3 | 4 | 6
Cc1ccc(C(=O)CSc2nc(N)cc(=O)[nH]2)cc1 | 1 | 0 | 4 | 0 | 4 | -6 | 2 | -48 | 3
COc1cccc(-c2nnc3sc(C4CCCCC4)nn23)c1 | 0.99 | 1 | 5 | 7 | 20 | 13 | -2 | 9 | 0
O=C(C1CCN(C2CC(=O)N(c3ccc(F)cc3)C2=O)CC1)N1CCOCC1 (stereo not given) | 0.98 | 13 | 2 | -1 | 10 | 7 | 3 | 5 | 2
CCC(C)(C)NC(=O)C(c1ccco1)N(C(=O)Cn1nnc2ccccc21)c1ccc2c(c1)OCO2 (stereo not given) | 0.99 | 3 | 1 | -11 | 5 | 11 | -11 | -18 | 2
CCOc1cc2c(cc1OCC)C(c1ccc(O)c(OC)c1)NCC2 (stereo not given) | 1 | 3 | 2 | 24 | / | -11 | 6 | 8 | 6
O=C(c1cccc(Br)c1)N1CCN(C(=O)N2CCCCC2)CC1 | 1.1 | -8 | 3 | 5 | / | 0 | -2 | -2 | /
CCCCCn1c(N2CCN(Cc3ccccc3)CC2)nc2c1c(=O)[nH]c(=O)n2C | 0.97 | 2 | 0 | 10 | 3 | 3 | 4 | 12 | 3
CCc1nc2oc3cc(OC)ccc3c(=O)c2c(=O)n1-c1ccccc1 | 1 | -5 | 5 | -4 | 1 | 0 | -6 | 3 | -2
COCCn1nnnc1C(c1cc2c(C)cc(C)cc2[nH]c1=O)N1CCCCCC1 (stereo not given) | 1.1 | 1 | 8 | 2 | -1 | 3 | -2 | -1 | -3
COc1ccc(NC(=O)C2CCCN(S(=O)(=O)c3c(C)n[nH]c3C)C2)cc1 (stereo not given) | 0.99 | 1 | 16 | -3 | 20 | 3 | 9 | -16 | -1
COc1ccccc1NC(=O)CSc1nnc(CC(=O)Nc2ccccc2)n1C | 0.99 | 15 | 9 | 7 | -5 | 12 | 21 | -16 | 4
Cn1c(=O)c2nc(-c3ccc(Cl)cc3Cl)oc2c2ccccc21 | 1.1 | -5 | 3 | -15 | -18 | -2 | 2 | 9 | -4
CC1=Nn2c(nnc2-c2ccc(F)cc2)SC1 | 1 | -3 | 7 | 7 | 3 | -1 | 2 | 1 | 3
CC(=O)N1CCC2(CC1)C(C#N)=C(N)Oc1n[nH]c(CSc3ccc(C)cc3)c12 | 0.98 | 4 | 14 | 14 | -3 | 15 | 3 | 5 | 5
C#CCSc1nnc(-c2ccccc2)c(=O)[nH]1 | 1 | -7 | -1 | 13 | 7 | -8 | 3 | -11 | 3
Cn1cccc1C(=O)NC(=O)COC(=O)c1ccccc1Sc1ccccc1C#N | 1 | -15 | 3 | 11 | -3 | -12 | 4 | 1 | 3
CCCNC(=O)NC(=O)CSc1nc2ccccc2n1CC(C)C | 1 | 13 | 5 | 2 | 0 | 14 | 6 | 9 | 5

Some of the entries so far, tab-delimited.
canonical_smiles	A340 absorber	C1s inh	FXIa mix inh	CatS inh	CatL block	Cathepsin G inh	CatB mix inh	FXIIa mix inh	CatB block
CCOc1cc2c(cc1OCC)C(c1ccc(O)c(OC)c1)NCC2 (stereo not given)	1	3	2	24	/	-11	6	8	6
O=C(c1cccc(Br)c1)N1CCN(C(=O)N2CCCCC2)CC1	1.1	-8	3	5	/	0	-2	-2	/
CCCCCn1c(N2CCN(Cc3ccccc3)CC2)nc2c1c(=O)[nH]c(=O)n2C	0.97	2	0	10	3	3	4	12	3
CCc1nc2oc3cc(OC)ccc3c(=O)c2c(=O)n1-c1ccccc1	1	-5	5	-4	1	0	-6	3	-2
COCCn1nnnc1C(c1cc2c(C)cc(C)cc2[nH]c1=O)N1CCCCCC1 (stereo not given)	1.1	1	8	2	-1	3	-2	-1	-3
COc1ccc(NC(=O)C2CCCN(S(=O)(=O)c3c(C)n[nH]c3C)C2)cc1 (stereo not given)	0.99	1	16	-3	20	3	9	-16	-1
COc1ccccc1NC(=O)CSc1nnc(CC(=O)Nc2ccccc2)n1C	0.99	15	9	7	-5	12	21	-16	4
Cn1c(=O)c2nc(-c3ccc(Cl)cc3Cl)oc2c2ccccc21	1.1	-5	3	-15	-18	-2	2	9	-4
CC1=Nn2c(nnc2-c2ccc(F)cc2)SC1	1	-3	7	7	3	-1	2	1	3
CC(=O)N1CCC2(CC1)C(C#N)=C(N)Oc1n[nH]c(CSc3ccc(C)cc3)c12	0.98	4	14	14	-3	15	3	5	5
C#CCSc1nnc(-c2ccccc2)c(=O)[nH]1	1	-7	-1	13	7	-8	3	-11	3
Cn1cccc1C(=O)NC(=O)COC(=O)c1ccccc1Sc1ccccc1C#N	1	-15	3	11	-3	-12	4	1	3
CCCNC(=O)NC(=O)CSc1nc2ccccc2n1CC(C)C	1	13	5	2	0	14	6	9	5

The list goes on:
SMILES | A340 absorber | C1s inh | FXIa mix inh | CatS inh | CatL block | Cathepsin G inh | CatB mix inh | FXIIa mix inh | CatB block
O=C(CSc1nc2c(sc3ccccc32)c(=O)n1CCO)NCC1CCCO1 (stereo not given) | 1 | 8 | 1 | -5 | -2 | 7 | 4 | 5 | 3
Cc1cccc(-n2ccnc2SCC(=O)Nc2nccs2)c1C | 0.99 | 10 | 2 | -4 | 1 | 7 | 5 | 3 | -4
O=C(O)c1ccc2c3c(ncnc13)-c1ccccc1C2=O | 1.1 | 6 | 7 | 3 | -3 | 11 | 8 | 10 | 9
Cc1cc(=O)[nH]c(SCC(=O)c2ccc(C)c(C)c2)n1 | 1.1 | -3 | 6 | 2 | / | 2 | -1 | 8 | -5
O=C(O)c1cccc(-n2nnnc2SCc2ccccn2)c1 | 1 | 11 | 11 | 1 | 0 | 8 | 7 | -3 | 3
CCOC(=O)c1ccc2c(c1)nc(SCC(=O)c1ccco1)n2CC | 1 | -6 | 8 | 2 | 5 | 1 | -2 | 4 | -1
Nc1nonc1-c1noc(-c2ccc(Br)o2)n1 | 1 | -3 | 9 | -7 | 15 | -6 | 11 | 2 | 25*
O=C(O)CCSc1nnnn1-c1ccccc1 | 0.98 | -2 | 0 | 14 | 14 | -8 | 2 | 0 | -1
COc1ccc(C(=S)N2CCCC2)cc1C | 1 | -12 | 6 | 14 | 5 | -3 | 4 | 9 | 9
